L929 necroptosis = L929 zVAD cell death inhibition. L929 zVAD necroptosis rescue, ATP luminescence, 24 h; with zVAD 60 µM. hit rate 0.38% among 220,000. viability rescue, % at 10 µM;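 active = activation, scaled between plate controls, above about 75%, limit read from the data; inactive = activation under that limit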;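 also: 0% = zVAD with DMSO and 100% = DMSO alone without zVAD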
PERK inh = human PERK inhibition, primary cell-based screen. Q9NZJ5. CHO PERK-DD fusion, SEAP luminescence translation reporter. inhibition, % at 5.6 µM. hit rate 0.17% among 220,000. AID 1416;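 active = inhibition above the mean inhibition of all tested compounds plus 3 SD, set separately per screening campaign, cut at about 2.9% in these data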;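 also: PERK kinase domain activated by AP20187 dimerizer at 100 nM; 0% = DMSO with dimerizer and 100% = rapamycin at 8.4 µM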
RBBP9 inhibitor = inhibitors of human serine hydrolase RBBP9; O75884; recombinant RBBP9, FP-Rh probe fluorescence polarization; inhibition, % at 7.94 µM; hit rate 0.2% among 220,000; AID 1515;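 active = inhibition above the campaign mean of all tested compounds plus 3 SD, cut at about 14% in these data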;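 also: plate controls were DMSO wells with RBBP9 for no effect and wells lacking RBBP9 protein for full effect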
Target sequence (O75884 whole entry, looked up): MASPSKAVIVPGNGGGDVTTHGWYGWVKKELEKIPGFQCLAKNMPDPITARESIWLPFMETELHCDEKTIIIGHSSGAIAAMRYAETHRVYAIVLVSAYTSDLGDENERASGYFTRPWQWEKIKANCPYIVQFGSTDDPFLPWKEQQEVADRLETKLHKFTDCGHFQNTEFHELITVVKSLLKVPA
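Measured by: FP readout at 525/598 nm; material: recombinant human RBBP9; also added: Serine-hydrolase probe FP-Rh, 375 nM pre-mixing; medium: Tris buffer pH 8.0, NaCl, Pluronic; replication: one well per compound; doses: one concentration, 7.94 µM nominal, 0.794% DMSO; timing: preincubation 30 min plus labeling 45 min at 25 °C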
Runt-SMMHC FRET = Runt domain-CBFb-SMMHC interaction inhibition | Q01196+Q13951 | Cerulean-Runt/Venus-CBFb-SMMHC FRET ratio 530/480, 1 h | inhibition, % at 20 µM | hit rate 0.74% among 220,000 | AID 1434;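 active = mean inhibition across duplicate retests at 20 µM reaching about 50%, limit read from the data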;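 also: 0% = DMSO wells and 100% = wells with excess untagged CBFb-SMMHC; inhibitors lower the FRET ratio by blocking Runt binding to CBFb-SMMHC; some results filed as inactive read as strong as hits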
PGE2 EP2 inh = blocks the human prostaglandin E2 receptor EP2; hit rate 0.52% among 260,000; C6 glioma cells expressing human EP2, cAMP TR-FRET; cells stimulated with saturating PGE2; AID 1422; P43116; inhibition, % at 25 µM;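 active = percent inhibition above 40 after rounding to a whole number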;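 also: rat C6 glioma host cells with rolipram phosphodiesterase inhibitor present; the protocol text gives 20 µM as final concentration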
Target sequence (P43116 whole entry, looked up): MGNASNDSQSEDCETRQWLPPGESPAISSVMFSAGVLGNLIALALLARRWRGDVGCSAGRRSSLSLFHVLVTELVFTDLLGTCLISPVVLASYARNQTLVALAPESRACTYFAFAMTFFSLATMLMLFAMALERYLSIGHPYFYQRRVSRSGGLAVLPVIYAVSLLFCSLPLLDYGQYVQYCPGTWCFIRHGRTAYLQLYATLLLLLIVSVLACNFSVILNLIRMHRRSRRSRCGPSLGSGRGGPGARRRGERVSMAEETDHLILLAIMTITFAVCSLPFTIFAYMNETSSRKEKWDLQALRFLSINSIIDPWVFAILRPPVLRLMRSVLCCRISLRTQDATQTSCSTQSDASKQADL
TNF necrop inh = blocks TNF-alpha induced death of Jurkat FADD-/- cells | hit rate 0.068% among 220,000 | activation (protection from cell death), % at 10 µM | Jurkat FADD-/- TNF necroptosis rescue, ATP luminescence, 24 h; 0 = TNF only, 100 = no-TNF cells | AID 463075;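 active = activation, meaning protection from cell death, of at least 50% relative to plate controls; inactive = activation below 50%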;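 also: necroptosis triggered by 40 ng/mL TNF-alpha added together with compound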
Runt-CBFb FRET = inhibitors of human RUNX1 Runt domain binding to CBFb. Cerulean-Runt/Venus-CBFb FRET ratio 530/480, 1 h. inhibition, % at 20 µM. hit rate 0.46% among 220,000. Q01196+Q13951;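 active = inhibition over about 50% at 20 µM in the single-dose screen, limit read from the data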;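 also: 0% = DMSO wells and 100% = excess unlabeled CBFb competitor control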
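System: Cerulean-labeled Runt domain protein | Quantity: 100 nM of each labeled protein | Schedule: 1 h compound exposure, room temperature | Detection: Fluorescence energy transfer, 422 nm excitation, 530/480 nm emission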
EP2 modulator = modulates human prostaglandin E2 receptor EP2 signaling; P43116; EP2-expressing cells, cAMP HTRF FRET, PGE2 co-stimulation; induction, % at 25 µM; hit rate 0.83% among 260,000; AID 940;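 active = compounds whose cAMP rise, as percent of the full-agonist control response, exceeds 60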;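 also: rat C6 glioma line stably carrying human EP2 under a CMV promoter; the protocol text gives 20 µM as final concentration; 100% = response of wells given 1 µM PGE2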
Hck-Nef inh = blocks Nef-activated human Hck kinase; P08631; Recombinant Hck-YEEI plus Nef, Z-Lyte FRET kinase assay; inhibition, % at 20 µM; hit rate 0.68% among 220,000; AID 463187;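 active = Hck-Nef kinase inhibition above about 50%, limit read from the data; inactive = inhibition below that limit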;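 also: 0% = DMSO with Hck plus Nef and 100% = Hck alone without Nef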
Target sequence (P08631 whole entry, looked up): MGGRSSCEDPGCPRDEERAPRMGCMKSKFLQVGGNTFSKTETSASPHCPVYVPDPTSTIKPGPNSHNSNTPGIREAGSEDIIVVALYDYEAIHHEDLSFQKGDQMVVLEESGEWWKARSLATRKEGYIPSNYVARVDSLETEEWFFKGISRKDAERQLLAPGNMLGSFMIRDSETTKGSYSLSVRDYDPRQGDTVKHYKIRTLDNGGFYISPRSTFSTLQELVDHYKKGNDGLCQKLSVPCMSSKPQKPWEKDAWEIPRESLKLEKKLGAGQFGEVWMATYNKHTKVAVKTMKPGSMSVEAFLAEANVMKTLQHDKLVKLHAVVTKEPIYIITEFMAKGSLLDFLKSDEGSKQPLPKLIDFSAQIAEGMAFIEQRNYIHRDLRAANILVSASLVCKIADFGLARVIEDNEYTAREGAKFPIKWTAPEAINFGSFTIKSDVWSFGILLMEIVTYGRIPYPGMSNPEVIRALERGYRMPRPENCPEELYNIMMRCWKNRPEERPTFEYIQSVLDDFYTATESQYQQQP
* marks the source's active call; other numbers are inactive results; . = not tested or not shown; & = joins results of further samples. The list is partial (hit frequency here may not be typical).

SMILES	L929 necroptosis	PERK inh	RBBP9 inhibitor	Runt-SMMHC FRET	PGE2 EP2 inh	TNF necrop inh	Runt-CBFb FRET	EP2 modulator	Hck-Nef inh
CCn1cc(C(=O)OCC(=O)NCc2ccccc2Cl)c(=O)c2ccc(C)nc21	-1.2	0.2	-7	-3	5	-0.6	-2	3	21
Clc1ccc(CON/C=N/c2ncnc3sccc23)cc1	-0.1	0.3	-4	-1	12	-2.6	-2	-56	2
N#Cc1cccc(NC(=O)Cn2c3[n+](c4ccc(C(F)(F)F)cc42)CCCCC3)c1	0.7	1.2	-5	7	7	3.1	1	10	1
Cc1csc(NC(=O)CSc2nnc(C)n2Cc2ccco2)n1	-0.1	-0.3	-6	6	18	-2.5	3	11	1
CC(C)OC(=O)CC(=O)CSc1nc2c(cc1C#N)CCCCCC2	0.3	0.9	-5	78*	8	2.0	50	-17	2
COCCNC(=O)CN1C(=O)COc2ccc(Cl)cc21	.	0.8	-14	-1	4	-1.1	2	12	-11
O=C(C1CCC(C(=O)N2CCCC2)CC1)N1CCCC1 (stereo not given)	.	1.2	-6	.	.	0.8	.	.	-7
Cc1ccsc1C1CC(=O)Nc2ccccc2S1 (stereo not given)	-0.4	0.7	-3	-4	5	1.9	-2	-4	23
CCc1ccc(S(=O)(=O)/N=C2/C=C(Sc3ncn[nH]3)C(=O)c3ccccc32)cc1	1.8	-0.3	3	46	61*	-7.2	18	-96	-3
CC(NCc1ccc(S(N)(=O)=O)cc1)C(=O)Nc1ccc([N+](=O)[O-])cc1Cl (stereo not given)	0.5	0.3	-1	-3	6	1.2	1	-79	11
C[N+](C)(CC#Cc1ccccc1)CC(=O)c1ccccc1	0.9	0.7	-11	2	13	2.0	-2	10	-15
O=C(NCCCN1CCCC1=O)c1cc2c(s1)CCCCC2	0.0	1.0	2	-4	2	-0.4	1	-3	20
Cn1ncc(Br)c1C(=O)N1CCc2ccccc21	.	0.8	4	2	4	-3.3	-1	14	3
CCOC(=O)C(CCCCOc1ccc([N+](=O)[O-])cc1)C(=O)OCC	-0.3	0.8	-1	-3	7	-3.4	-2	5	1
COc1ccc2oc(C(=O)OC/C(O)=C(\C#N)c3nc4ccccc4[nH]3)c(C)c2c1	-0.7	0.8	6	-1	10	-0.9	2	-12	33
CCN1C(=O)C2C(c3ccccc3F)NC(Cc3ccc(O)cc3)(C(=O)OC)C2C1=O (stereo not given)	-0.1	-0.3	0	0	9	-2.5	-1	-1	5
Cc1ccc(CN2CCN(Cc3cnc(N(C)C)s3)CC2CCO)o1 (stereo not given)	2.0	0.3	-5	-1	6	-0.4	0	14	21
O=C(Nc1ccccc1)Nc1ccccc1Br	1.5	-0.2	-9	-2	1	0.6	0	-51	17
COc1ccc2cc(CN(CC3COCCO3)S(=O)(=O)c3c(C)cc(C)cc3C)c(=O)[nH]c2c1 (stereo not given)	0.0	0.2	3	0	7&3	-1.0	-5	-38&2	2
O=C(NC1CCCCC1)N1CCN(c2nc(-c3ccccc3)cs2)CC1	16	-0.1	1	.	24	2.1	.	-25	23
COc1ccc(/C=C/C(=O)OCC(=O)Nc2ccc(Cl)cn2)cc1	5.9	0.6	-10	-2	5	0.5	-1	-39	31
COc1ccccc1CNC(=O)C(C)NS(=O)(=O)c1ccccc1 (stereo not given)	-0.2	0.3	-3	3	10	-1.1	3	12	-1
CCOC(=O)c1cc(-c2cccs2)[nH]n1	0.6	-0.7	-2	3	12	-4.0	1	-23	15
CN(C(=O)COC(=O)c1cc(S(=O)(=O)N2CCOCC2)c(Cl)cc1Cl)C1CCS(=O)(=O)C1 (stereo not given)	-1.0	1.8	0	0	6	-1.9	-1	3	4
O=C(CCC(=O)N1CCc2ccccc21)N1CCc2ccccc21	-0.3	-0.4	-1	.	.	-0.1	.	.	8
CCCCC(=O)Nc1ccccc1C(=O)N1CCOCC1	-0.2	-0.6	3	3	14	-0.9	0	21	-1
O=C(Nc1ccccc1O)c1ccccc1O	0.0	-0.1	-5	-2	11	-2.3	2	9	0
CC(C)CC(NC(=O)CNC(=O)C1O[C@@H]2OC(C)(C)O[C@@H]2[C@H]2OC(C)(C)O[C@@H]12)C(=O)O (stereo not given in full)	-0.6	2.4	7	-3	4	0.4	1	-5	-7
COc1cc(C(C(=O)NC2CCCCC2)N(Cc2ccco2)C(=O)c2cnccn2)cc(OC)c1OC (stereo not given)	6.8	1.1	-6	.	12	0.7	.	-13	22
O=S(=O)(NCc1cccc(C(F)(F)F)c1)NCc1ccccc1F	6.5	1.3	-2	0	15	-0.6	0	28	21
O=S(=O)(Nc1nc2ccccc2nc1NCC1CCCO1)c1ccc(F)cc1 (stereo not given)	0.2	-0.3	-10	2	9	0.5	-1	3	-1
N#Cc1c(N)nc(SCc2ccccc2)c(C#N)c1-c1ccco1	7.5	-0.4	-8	-7	31	-1.6	10	36	1
O=C(O)CCC(=O)Nc1ccc(N2CCCCC2)c(C(=O)O)c1	0.2	2.1	-8	2	9	-1.3	0	-6	14
CCOC(=O)c1nnn(CC(=O)NC(=O)Nc2ccc(F)cc2)c1C(=O)OCC	1.2	0.3	-2	1	15	0.0	0	-11	-4
CC(C)(C)c1nnc(NC(=O)Cc2ccccc2[N+](=O)[O-])s1	1.4	0.4	5	24	6	0.8	20	10	6
COC(=O)C1CCN(c2cnccn2)CC1	0.7	0.9	-4	-3	6	0.1	0	-17	-5
COCC(C)OC(=O)c1c(N)n(CC(C)C)c2nc3ccccc3nc12 (stereo not given)	-0.3	-1.1	-3	126*	12	1.5	63*	-6	33
Cc1ccc(C(=O)CSc2nc3c([nH]2)c(=O)n(C)c(=O)n3C)cc1	-0.5	0.0	-15	3	16	0.3	2	11	17
Cc1nc(NC(=O)CCl)sc1C(=O)N(C)C	12	1.0	-4	1	7	20	2	42	22
N#CCCN1CCn2c1nc1ccccc12	1.6	1.1	-5	1	5	-0.1	0	12	0
CC(=O)Nc1ccc(NC(=O)CNC(=O)COc2ccccc2)cc1	1.9	-0.4	-6	-2	8	-3.1	3	19	-7
Cc1ccc(S(=O)(=O)N2CCC(C(=O)NCCCN3CCCCCC3)CC2)cc1	-0.2	0.6	4	1	4	0.5	3	6	2
Cc1ccc(CN2CCS(=O)(=O)CC2)o1	83*	0.8	-7	5	5	14	2	13	24
COc1cccc(-c2nc(=S)c3c(o2)CCCC3)c1	2.0	0.6	-5	11	6	-0.1	11	-8	4
CCOC(=O)c1c(C)n(CC(O)CN(C)C)c2cc(Br)c(OC)cc12 (stereo not given)	14	0.7	4	0	9	3.6	-1	-3	10
Cc1nc(=O)c(-c2ccccc2)c(C)n1Cc1ccccc1	4.2	1.0	2	4	24	2.4	0	-10	-1
CS(=O)(=O)c1ncc(Cl)c(C(=O)Nc2ccc(N3CCOCC3)cc2)n1	4.8	0.2	-1	2	.	-27	9	-2	4
CCOC(=O)C1CCN(Cc2ccc(N(C)C)cc2)CC1	-0.4	0.2	-4	0	5	3.0	4	-5	-2
CCCC(C)C(=O)Nc1cccc(NC(C)=O)c1 (stereo not given)	0.1	1.6	-3	-1	4	1.0	1	-4	4
COc1ccc(C(=O)NC(=S)N2CCCc3ccccc32)cc1OC	1.1	0.9	-1	-10	6	0.6	4	-39	10
(more compounds)
SMILES	L929 necroptosis	PERK inh	RBBP9 inhibitor	Runt-SMMHC FRET	PGE2 EP2 inh	TNF necrop inh	Runt-CBFb FRET	EP2 modulator	Hck-Nef inh
CCOc1ccc(C2c3[nH]c4ccccc4c3CCN2Cc2cn(CC)nc2C)cc1 (stereo not given)	-0.2	1.5	-5	1	1	3.4	-1	-13	1
Cc1ccc(-c2cc(C(=O)N/N=C/c3c(C)nn(-c4ccccc4)c3C)[nH]n2)cc1	6.2	-0.7	-9	1	.	-22	-5	-11	3
Cc1ccc(Oc2nc(-c3cccnc3)nc3ccccc23)c([N+](=O)[O-])n1	-0.6	1.0	0	0	5	-1.5	-2	12	14
O=C(O)CCNS(=O)(=O)c1ccccc1C(F)(F)F	1.6	0.2	-4	1	0	0.6	3	25	-43
Cc1cccc(NC(=O)Nc2ccc([N+](=O)[O-])cc2)n1	76*	2.0	1	2	4	-0.5	1	22	-21
Cc1cccc(-c2nc(CN3CCCC(C(=O)NC4CCCC4)C3)c(C)o2)c1 (stereo not given)	-0.3	-1.2	-8	-74	6	0.1	-4	3	1
O=S(=O)(NC1c2cccc3cccc(c23)C1N1CCNCC1)c1ccccc1 (stereo not given)	0.7	0.1	-4	1	5	2.0	3	16	3
COc1ccc(Cc2nc3ccccc3n2CC(=O)N/N=C/c2ccc(O)cc2)cc1OC	-0.4	0.5	-6	0	2	-0.4	1	14	1
CCCCCCS(=O)[C@H]1CS(=O)(=O)C[C@@H]1S(=O)CCCCCC (stereo not given in full)	-0.2	-0.6	-1	4	8	-6.5	5	12	0
Cc1c(-c2nc(-c3ccc(C(F)(F)F)cc3)no2)n(C)oc1=O	-0.9	-0.2	-9	0	1	2.2	-1	31	6
C=CCN(C(=O)Nc1ccc(F)cc1)C1CC(=O)N(c2ccc(OC)cc2)C1=O (stereo not given)	1.4	-0.4	-2	-2	3	1.5	1	-1	4
COc1ccc(C2COC(=O)C2=N)c(NC(=O)c2ccccc2)c1 (stereo not given)	0.1	0.7	-7	3	11	2.1	1	-4	1
Cc1noc(C)c1COC(=O)CN(C)S(=O)(=O)c1ccc(Cl)cc1	2.5	1.6	-6	-1	7	5.4	1	17	2
O=C(CCS(=O)(=O)c1ccc(Br)cc1)Nc1ccc2c(c1)OCO2	0.3	1.5	4	-2	3	-2.4	-3	-26	-1
Cc1cc(C)n2nc(C(=O)OCC(=O)Nc3ccc4c(c3)OCO4)nc2n1	-0.1	0.7	-1	-10	10	-0.1	1	10	0
CC(C)(C)c1nnc(NC(=O)NS(=O)(=O)c2ccccc2)s1	-0.4	1.4	-3	2	12	-1.2	3	16	3
COc1ccc(-c2noc(CCC(=O)Nc3cc(Cl)c(OC)cc3OC)n2)cc1	-0.2	-2.0	-1	1	16	1.9	2	-21	9
CCCSc1nc(=O)n2cccc(C)c2n1	-0.2	0.2	-6	-6	5	-7.6	1	-6	0
Cn1ncc(-c2ccno2)c1C(=O)O	-0.1	0.6	2	0	5	0.9	-1	15	5
CCC1c2ccc(C)n2CCN1C(=O)Nc1cc(Cl)ccc1OC (stereo not given)	1.3	-0.1	1	4	13	0.7	6	9	-9
Nc1c(C(=O)Nc2ccc(F)cc2)sc(=S)n1-c1ccccc1F	0.1	0.6	1	-2	2	0.5	19	-39	9
Cc1ccc(C(=O)Nc2ccccc2C(=O)NCc2ccccc2)cc1	0.8	-0.3	-10	-3	2	3.9	-3	67*	-1

Assay outcomes as filed in PubChem BioAssay.
